Assay outcomes: PubChem, several laboratories
BAP1 block = inhibitors of BAP1 deubiquitinase, primary screen, biochemical, Ub-AMC fluorescence, kinetic | AID 436, 2006 | hit rate 0.48% among 72,000 | recombinant BAP1, Ub-AMC hydrolysis fluorescence kinetic; active compounds read low | Ubiquitin carboxyl-terminal hydrolase BAP1 (Homo sapiens), Q92560 | activity remaining (% of control), % at 20 µM;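 active means activity remaining at or below 50% of control, provided the compound also passes the data quality filters; inactive means the rest, including low values that fail the filters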;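 further: 100% = DMSO wells rate and 0% = substrate alone blank rate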
Target sequence (Q92560 whole entry, looked up): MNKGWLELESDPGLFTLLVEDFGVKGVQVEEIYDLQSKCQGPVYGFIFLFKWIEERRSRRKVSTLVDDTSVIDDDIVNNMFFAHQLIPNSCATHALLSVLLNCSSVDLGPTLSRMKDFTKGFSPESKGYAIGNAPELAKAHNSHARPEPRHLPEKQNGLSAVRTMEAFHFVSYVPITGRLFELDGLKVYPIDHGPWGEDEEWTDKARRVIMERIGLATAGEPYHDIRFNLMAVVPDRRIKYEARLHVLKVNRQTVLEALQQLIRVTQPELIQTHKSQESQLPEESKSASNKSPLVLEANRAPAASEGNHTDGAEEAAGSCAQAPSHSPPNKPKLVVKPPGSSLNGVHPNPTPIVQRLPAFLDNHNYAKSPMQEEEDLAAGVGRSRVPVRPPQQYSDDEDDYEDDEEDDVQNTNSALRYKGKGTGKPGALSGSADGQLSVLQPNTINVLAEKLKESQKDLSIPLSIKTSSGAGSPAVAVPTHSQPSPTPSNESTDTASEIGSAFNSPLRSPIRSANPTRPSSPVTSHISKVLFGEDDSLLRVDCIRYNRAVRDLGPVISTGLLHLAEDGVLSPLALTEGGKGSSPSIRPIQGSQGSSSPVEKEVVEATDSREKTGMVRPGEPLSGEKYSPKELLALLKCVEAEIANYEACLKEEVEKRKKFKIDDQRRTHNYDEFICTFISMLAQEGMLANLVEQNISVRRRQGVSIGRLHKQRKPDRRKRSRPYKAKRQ
HePTP inh = inhibitors of human HePTP phosphatase, primary screen, biochemical, absorbance, leukemia target; Tyrosine-protein phosphatase non-receptor type 7 (Homo sapiens), P35236; recombinant HePTP phosphatase activity, OD absorbance; inhibition, % at 20 µM; hit rate 0.64% among 110,000; AID 521, 2006; in the data active means inhibition above about 50%;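 further: plate controls were vehicle for no effect and reference inhibitor for full effect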
Target sequence (P35236 whole entry, looked up): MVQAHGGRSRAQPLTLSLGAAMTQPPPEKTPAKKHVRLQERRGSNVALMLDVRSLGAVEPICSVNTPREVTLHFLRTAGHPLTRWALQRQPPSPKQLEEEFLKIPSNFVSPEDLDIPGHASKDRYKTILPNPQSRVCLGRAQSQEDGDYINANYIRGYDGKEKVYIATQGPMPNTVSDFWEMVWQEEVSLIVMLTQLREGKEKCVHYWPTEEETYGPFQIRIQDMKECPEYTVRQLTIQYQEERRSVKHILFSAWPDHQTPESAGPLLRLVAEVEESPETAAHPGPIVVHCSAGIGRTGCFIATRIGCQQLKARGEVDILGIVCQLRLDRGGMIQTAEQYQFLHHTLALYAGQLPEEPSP
* hit, by the source's call; · = no result given; & = joins results of further samples.

compound | BAP1 block | HePTP inh
CC1(C)N([O-])C2=C(c3ccccc3C2=O)[N+](=O)C1(C)C | · | 5.9
O=C(Nc1ccc(I)cc1Cl)c1ccc([N+](=O)[O-])cc1 | · | 87.8*
Cn1c(=O)oc2cc(S(=O)(=O)N3CCOCC3)ccc21 | 97.1 | 13.4
C=CCn1c(Sc2nnc(C)s2)nc2c1c(=O)[nH]c(=O)n2C | 99.7 | 3.1
COc1ccccc1N1CCN(C(=O)c2nn(-c3ccccc3OC)c(=O)c3ccccc23)CC1 | 93.5 | 0.3
CCn1c(SCc2nc3ccccc3s2)nnc1-c1cccs1 | 98.5 | 6.9
CN1C(=O)CC(N2CCC(c3nc4ccccc4s3)CC2)C1=O (stereo not drawn) | 60.8 | 3.8
O=C(O)C1CC(c2ccccc2F)=NO1 (stereo not drawn) | 104.9 | 1.1
COc1ccccc1-c1nnc2n1N=C(C(C)(C)C)CS2 | 93.0 | -7.8
Cn1cnnc1Sc1nc2c(c(=O)n(C)c(=O)n2C)n1Cc1ccc(Cl)cc1Cl | · | 8.1
CC(=Nc1ccc(O)cc1)c1sc2ccccc2c1O | 95.0 | 5.4
c1ccc2c(c1)OCC(CNc1ncnc3nc[nH]c13)O2 (stereo not drawn) | 96.8 | 4.3
COC(=O)[C@H](CCSC)NC(=O)Nc1ccc(C(C)C)cc1 | 102.2 | 1.8
Cc1ccc(NC(=O)CSc2nc3c(c(=O)n(C)c(=O)n3C)n2C)cc1C | · | -7.1
CC1=C(C#N)C(=O)NC(=O)/C1=C\c1ccc(-c2cc(C)c(C)cc2[N+](=O)[O-])o1 | · | 8.5

The list continues:
compound | BAP1 block | HePTP inh
COc1ccc(-c2[nH]ncc2-c2ccc3c(c2)OCCO3)c(O)c1 | 104.0 | 5.0
COc1ccccc1CC(=O)NC1CCCCCC1 | · | 2.6
O=c1[nH]c2cc(C(F)(F)F)ccc2n1-c1cc(C(F)(F)F)ccc1O | 75.3 | ·
Cc1ccc(C2=NN(C(=N)SC3CC(=O)N(c4ccc(C(=O)O)cc4)C3=O)C(c3ccc(Br)cc3)C2)cc1 (stereo not drawn) | · | 13.1
COc1ccccc1N(CC(=O)NCc1ccccn1)S(C)(=O)=O | 95.0 | 9.3
COc1ccc(CCNC(=O)Cc2nn(C)c(=O)c3ccccc23)cc1OC | 70.5 | 3.1
O=C(O)c1cc(C(=O)O)cc(S(=O)(=O)Nc2ccc(Cl)c([N+](=O)[O-])c2)c1 | · | -0.6
CCCOc1ccc2oc(=O)c3c(c2c1)CCCN3C(=O)CN(C)Cc1ccccc1 | 103.8 | 6.8
Cc1nnc(SCC(=O)NC(C)c2ccccc2)[nH]c1=O (stereo not drawn) | 99.6 | 8.1&6.6
Cc1ccccc1OCC(=O)Nc1ccccc1-c1ccccc1 | · | 3.7
COc1ccc(Nc2cc(C)nc3ncnn23)c(OC)c1 | 97.0 | 2.1
Cc1cc(C)cc(NC(=O)Cn2ncn3c(cc4ccccc43)c2=O)c1 | 116.6 | 7.4
C/C(=C\c1ccc(Br)cc1)C(=O)c1c(C)cc(C)[nH]c1=O | · | -4.2
CCCCc1c(O)c2ccccc2[nH]c1=O | 108.1 | -16.8
CC(=O)Nc1ccc(NS(=O)(=O)c2cc(C)sc2C)cc1 | 113.1 | 2.0

Further records follow:
compound | BAP1 block | HePTP inh
Cc1ccc(O)c(-c2cc3ccccc3[nH]2)c1 | · | 5.9
COc1ccc(NC(=O)CN(c2ccc(OC)cc2OC)S(=O)(=O)c2ccc(C)cc2)c(OC)c1 | · | 12.1
Cc1cccc(-c2nc3ccccc3c3nncn23)c1 | 91.1 | 7.3
CC(N)C(=O)N1CCOCCOCCN(C(=O)C(C)N)CCOCCOCC1 (stereo not drawn) | 92.5 | ·
CCOC(=O)CNC(=O)Cn1cnc2sc(C)c(S(=O)(=O)N3CCC(C)CC3)c2c1=O | · | 4.1
Cc1sc2ncn(-c3ccc(Cl)cc3)c(=O)c2c1C | · | 2.1
O=C(CSc1nnnn1Cc1ccccc1)N1CCN(c2ccccc2)CC1 | 123.8 | -2.1
O=C(Nc1nccs1)C1CCCN1S(=O)(=O)c1ccc(F)cc1 (stereo not drawn) | 82.2 | -4.6
c1ccc2c3nnc4n(c-3nc2c1)CCCS4 | 121.4 | 7.6
Cc1cc(C)n2nc(C(=O)OCC(=O)Nc3ccc4c(c3)OCO4)nc2n1 | 97.5 | -1.4
Nc1nc(Cl)nc2c1ncn2[C@@H]1O[C@H](CO)[C@H](O)C1O (stereo partly drawn) | 101.5 | ·
CCNc1nc(NCC)nc(Oc2ccc(C(=O)OC)cc2)n1 | · | -22.9
Cn1ccnc1Sc1nc(Nc2cccc(Cl)c2)nc(N2CCOCC2)n1 | 103.5 | 8.0
COc1ccc(OC)c(NC(=O)c2ccc(CN3CCOCC3)cc2)c1 | 94.0 | 5.6&0.9
COc1ccc(NC(=O)CSc2nnc(-c3ccncc3)n2CC2CCCO2)c(OC)c1 (stereo not drawn) | 105.0 | 3.9

Later entries
compound | BAP1 block | HePTP inh
O=C(O)CCSCC(=O)Nc1c(C(=O)C2CC2)oc2ccccc12 | 100.9 | 4.2
O=C1/C(=C/c2ccc(I)o2)SC(=S)N1c1ccccc1 | · | 10.3
C#CCSc1nncn1C(=O)/C=C/c1cccs1 | · | 7.5
O=C(NC1CCCc2ccccc21)C1CCN(S(=O)(=O)c2cnc[nH]2)CC1 (stereo not drawn) | 96.0 | -0.8
O=C(CCC(=O)c1cccs1)OCC(=O)c1ccc(Cl)s1 | 107.2 | -6.3
CCc1nnc(NC(=O)c2ccccc2F)s1 | · | 4.4
Cc1cc(C)cc(NCc2ccco2)c1 | · | -8.2
O=C(NNC(=O)c1sc2ccccc2c1Cl)Nc1ccc(Cl)cc1 | · | -1.0
CC1=NN(c2ccccc2)C(=O)C1/C=C1\C(=O)NC(=S)N(c2ccc(F)cc2)C1=O (stereo not drawn) | · | -1.3
O=C(CC1SC(=Nc2ccccc2)N(CCCCO)C1=O)NCc1ccccc1 (stereo not drawn) | 93.3 | 5.0
Cc1nnc2n1N=CC=C(c1ccccc1)S2 | 75.9 | -0.5
CC[C@H](NC(=O)c1c(C)c(-c2ccccc2)nc2ccccc12)c1ccccc1 | 77.7 | ·
CCOC(=O)CSc1nnc(-c2c[nH]c3ccccc23)n1CC | 98.7 | 2.7
O=C(Cc1cccc2c(S(=O)O)cccc12)NC(c1ccccc1)c1ccccc1 | · | 4.8
Cc1ccc(S(=O)(=O)N2CCC(C(=O)Nc3nnc(COc4ccccc4)s3)CC2)cc1 | 53.9 | 7.9

The results go on:
compound | BAP1 block | HePTP inh
CCOC(=O)c1sc(NC(=O)C2CCCO2)c(C(=O)OC)c1C (stereo not drawn) | 96.3 | -0.2
CCCCCOC(=O)CSc1nc2c(c(=O)[nH]c(=O)n2C)n1Cc1ccc(Cl)cc1 | 82.2 | 0.5
COc1ccc(C2Nc3ccccc3NC3=C2C(=O)CC(C)(C)C3)cc1O (stereo not drawn) | · | 5.7
CN(C)c1ccc(C(=O)Nc2nc3c(s2)CCCC3)cc1 | 70.6 | 4.4
CCOCCOC(=O)C1=C(C)NC2=C(C(=O)CCC2)C1c1ccc(OC)c(OCc2ccccc2)c1 (stereo not drawn) | · | -6.8
CCOc1ccccc1NC(=O)CSc1nnnn1-c1ccc(C(=O)OC)cc1 | 100.5 | 6.4
C=CC(=O)NC12CC3CC(CC(C3)C1)C2 | · | -1.6
Cc1sc(NC(=O)c2cccs2)c(C(N)=O)c1C | 85.2 | -3.2
NC(=O)N/N=C/c1ccc(-c2cccc(C(F)(F)F)c2)o1 | · | -5.1
O=C(Nc1ccc2oc(-c3ccncc3)nc2c1)c1cccnc1 | 75.7 | -6.0
Cc1cc2nc(-c3ccc(Cl)c(NC(=O)c4ccco4)c3)oc2cc1C | · | -12.8
Cc1oc(C(C)(C)C)c(CN2CCCC2)c1C(=O)O | 86.4 | 3.1
O=C(c1cc(-c2ccco2)on1)N1CCN(c2ccccc2)CC1 | 84.6 | 4.9
Cc1cc(-c2ccccc2)nc(=S)[nH]1 | · | 8.4
O=C1C=C(NCc2ccc3c(c2)OCO3)CC(c2ccccc2)C1 (stereo not drawn) | · | 4.5

Later entries:
compound | BAP1 block | HePTP inh
COc1ccccc1-c1nn2c(-c3ccccc3Cl)nnc2s1 | 63.8 | -2.9
Cc1nc2c3ccccc3n(CC#N)c(=O)n2n1 | 93.9 | -2.9
COc1ccc(/C=C2\C(=O)NN(c3ccc(Cl)c(Cl)c3)C2=O)cc1OC | · | -2.3
C/C(NC(=O)c1cccs1)=C1\C(=O)C[C@@H]2[C@H]1C2(C)C | 109.1 | 1.1
COc1ccc(Br)cc1C(=O)Nc1ccc(N2CCN(S(C)(=O)=O)CC2)cc1 | 133.4 | -4.9
Cc1cc(C)c(NC(=O)CCC(=O)O)c(C)c1 | 84.1 | ·
CCCCCCNS(=O)(=O)c1nc2nc(C)cc(C)n2n1 | 91.9 | 0.9
COc1ccc(C(O)P(=O)(OC2CCCCC2)c2ccc(N(C)C)cc2)cc1OC (stereo not drawn) | 81.5 | 2.2
C=CCNC(=O)CN(c1ccc(C)c(Cl)c1)S(C)(=O)=O | · | -3.0
Cc1nn(C(C)(C)C)c(OC(=O)c2ccc3c(c2)OCO3)c1S(=O)(=O)c1ccccc1 | 58.8 | 10.8
COc1cc(C=C2C(=O)OC(C)(C)OC2=O)cc(Cl)c1O | · | 5.8
Cc1ccc(C(=O)NCC(=O)O)cc1S(=O)(=O)N1CCCCC1 | 93.6 | 1.5
CCc1nnc(NC(=O)CSc2nc3c(c(=O)n2-c2ccccc2OC)SCC3)s1 | · | 1.0
Cc1cc2cc(CNC(=O)c3ccc(S(=O)(=O)N4CCOCC4)cc3)ccc2[nH]1 | 90.4 | -7.0
COc1ccc(CNC(=O)C2CCN(S(=O)(=O)c3cc(OC)ccc3OC)CC2)cc1 | 97.2 | 10.0

Record cards (already shown). Values in the order: BAP1 block | HePTP inh
Cc1ccc(C(=O)NCC(=O)O)cc1S(=O)(=O)N1CCCCC1 in the list: 93.6 | 1.5
Cc1nc2c3ccccc3n(CC#N)c(=O)n2n1 in the list: 93.9 | -2.9
Cc1cc(C)c(NC(=O)CCC(=O)O)c(C)c1 in the list: 84.1 | ·

Going on with the list.
compound | BAP1 block | HePTP inh
COC(=O)CN1C(=O)N(c2ccccc2)C(N(O)C(=O)Nc2ccccc2)C1(C)C (stereo not drawn) | 95.3 | 3.2
N/C(=N/c1nc2ccccc2o1)NC(=O)c1sc2ccccc2c1Cl | · | 4.0
Cc1nc(N)sc1C(=O)N/N=C/c1ccco1 | · | 10.4
CC(C)CCNC(=O)C(C)N(C(=O)Cn1nnc(-c2ccc(F)cc2)n1)C1CCCC1 (stereo not drawn) | 96.8 | 3.1
C=CCOC(=O)C(C#N)c1nc2ccccc2nc1N1CCN(c2ccccc2OC)CC1 (stereo not drawn) | 69.3 | 5.3
Cc1nc(CCNC(=O)c2cccs2)cs1 | 98.9 | ·
C=CCOc1ccc(/C=C(\C(=O)c2ccc(C)cc2)c2nc3ccccc3o2)cc1 | · | 6.6
COC(=O)c1ccc(C(=O)OC)c(NC(=O)C(C(C)C)N2C(=O)c3ccccc3C2=O)c1 (stereo not drawn) | · | -1.8
O=C(Nc1ccc(N2CCOCC2)c(Cl)c1)c1ncn[nH]1 | 89.0 | 6.7
Cc1cccc2sc(NC(=O)CCNS(=O)(=O)c3cccs3)nc12 | · | 5.7
CSc1nc2sc3c(c2c2nnnn12)CCN(C)C3 | · | 7.1
O=C(Nc1c(-c2cccs2)nc2ccc(Cl)cn12)c1ccc(Cl)cc1 | · | 1.0
CCCCN1C(=O)/C(=C/c2c(NCCCn3ccnc3)nc3c(C)cccn3c2=O)SC1=S | · | -5.4
COc1ccc(C(=O)N2CCN(Cc3ccc(SC)cc3)CC2)cc1OC | · | -4.9
COc1ccccc1OCCCn1cc(C#N)c2ccccc21 | 105.6 | 7.1

Next structures
compound | BAP1 block | HePTP inh
COC(=O)c1c(N)n(-c2ccc(N3CCOCC3)cc2)c2nc3ccccc3nc12 | 117.4 | -0.6
CCOc1ccc2oc(-c3ccccc3)c(C(=O)N3CCCCC3)c2c1 | 271.8 | ·
Cn1c(=O)c2c(nc(-n3ccnc3)n2Cc2ccccc2)n(C)c1=O | 80.8 | -0.6
O=C(CSc1nnnn1-c1ccccc1)CC(=O)Nc1ccc(Cl)cc1 | 84.3 | 4.0
COc1cccc(C(=O)NN=C2CCCC2)c1 | · | 8.0
NC(=O)c1ccccc1N=Cc1ccc([N+](=O)[O-])o1 | · | -25.1
O=C(c1c(O)c2ccccc2oc1=O)C1CCC1 | 116.0 | -9.7
CC1CCc2nn(CC(=O)N3CCN(C(=O)c4ccco4)CC3)cc2C1 (stereo not drawn) | 100.0 | 7.7
CCCCOc1ccc(C(C)(O)CCN2CCOCC2)cc1 (stereo not drawn) | 118.4 | 4.4
O=C(NCCN1CCCCC1)/C(=N\O)c1ccccn1 | · | -2.4
Cn1c(COc2ccc(Cl)cc2)nnc1SCc1ncc(-c2ccccc2)o1 | 92.5 | 5.1
CCOC(=O)c1cnc2ccc(Cl)cc2c1N1CCN(C)CC1 | 91.2 | 5.5
COc1ccc(C2CC(C(F)(F)F)n3ncc(C(=O)NC(C)(C)C)c3N2)cc1 (stereo not drawn) | · | 3.5
CCc1ccccc1NC(=O)CN(c1cccc(OC)c1)S(=O)(=O)c1ccccc1 | · | -2.0
